Tb MetRS inh: T. brucei MetRS inhibitors, primary screen, biochemical, luminescence. purified T. brucei MetRS, ATP depletion, Kinase-Glo luminescence. inhibition, % at 11.9 µM. 360,000 tested, 0.4% active. AID 624268, 2012;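 active means inhibition above a per-plate cutoff of the control wells' mean inhibition plus 3 SD, cut at about 5.5% in these data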;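 further: 0% = DMSO wells median and 100% = median of wells with control inhibitor compound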
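assay system = parasite MetRS enzyme | timing = 15 min preincubation, 2 h reaction, all 25 °C | evaluation = percent inhibition relative to median high and low control wells | medium = HEPES buffer containing pyrophosphatase, BSA, spermine, DTT | compound = single dose, 11.9 µM final nominal, 0.9% final DMSO | detection = Kinase-Glo luminescence, ATP depletion format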
eLon inh: inhibitors of E. coli Lon protease, primary screen, biochemical, fluorescence polarization; purified E. coli Lon protease; 360,000 tested, 0.42% active; inhibition, % at 7.94 µM; P0A9M0; in the data active means inhibition above about 13%, passing the limit was not always enough;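 further: 0% = enzyme with probe and DMSO and 100% = no enzyme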
Rin1 Abl inh: inhibitors of Rin1-Abl protein binding, primary screen, biochemical, TR-FRET | inhibition, % at 7.35 µM | 360,000 tested, 0.4% active | Tyrosine-protein kinase ABL1 (Homo sapiens) + Ras and Rab interactor 1 (Homo sapiens), …; in the data active means inhibition above about 5%, passing the limit was not always enough
CSN inh: inhibitors of CSN-mediated cullin deneddylation, primary screen, biochemical, fluorescence polarization, uHTS | inhibition, % at 12.5 µM | 360,000 tested, 0.38% active | Purified CSN, SCF-Nedd8-OG deneddylation | AID 651999, 2013;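 active means pattern-corrected inhibition above about 35%, with an unprinted fluorescence ratio check between 0.5 and 1.5, limit read from the data, passing the limit was not always enough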;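 further: 0% = enzyme with substrate and 100% = substrate without enzyme; some results filed as inactive read as strong as hits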
Target sequence (Q92905 whole entry, looked up, one chain of several): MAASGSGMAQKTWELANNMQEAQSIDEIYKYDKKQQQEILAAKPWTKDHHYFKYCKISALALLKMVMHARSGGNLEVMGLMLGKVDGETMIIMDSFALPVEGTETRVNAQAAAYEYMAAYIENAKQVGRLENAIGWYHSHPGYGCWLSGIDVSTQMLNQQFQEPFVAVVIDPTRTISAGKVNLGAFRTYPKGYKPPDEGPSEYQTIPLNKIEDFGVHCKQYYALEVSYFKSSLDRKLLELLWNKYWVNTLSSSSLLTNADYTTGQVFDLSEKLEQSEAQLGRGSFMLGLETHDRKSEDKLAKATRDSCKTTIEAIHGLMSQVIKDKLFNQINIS
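Test system: Human Csn5 produced in HEK293T cells | Compound: 12.5 µM single point | Times: 90 min, room temperature | Signal: Fluorescence polarization readout | Read-out basis: % inhibition of substrate cleavage by Csn5 | Controls: no-enzyme wells high, enzyme-with-substrate wells low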
MsrA act: bovine MsrA enzyme activators, primary screen, biochemical, absorbance, HTS; purified bovine MsrA, absorbance read-out; activation, % at 10.6 µM; 360,000 tested, 0.3% active; in the data active means activation above about 7.5%;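 further: 0% = vehicle and 100% = reference activator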
MsrA inh: bovine MsrA enzyme inhibitors, primary screen, biochemical, absorbance, HTS | purified bovine MsrA, absorbance read-out | inhibition, % at 15.5 µM | 360,000 tested, 0.75% active | AID 651718, 2012; in the data active means inhibition above about 4.5%;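 further: 0% = vehicle wells with enzyme and 100% = reference inhibitor wells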
MLLE-PAM2 inh: inhibitors of PABP1 MLLE–PAM2 peptide binding, primary screen, biochemical, fluorescence polarization, FITC-PAM2, GST-MLLE | inhibition, % at 20 µM | 360,000 tested, 0.36% active | AID 588489, 2011; in the data active means inhibition above about 35%, passing the limit was not always enough;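 further: plate controls were DMSO wells with GST-MLLE for no effect and wells lacking GST-MLLE protein for full effect; some results filed as inactive read as strong as hits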
Neddyl block: inhibitors of cullin neddylation, primary screen, biochemical, TR-FRET, uHTS, NAE and Ubc12 | NEDD8-conjugating enzyme Ubc12 (Homo sapiens) + NEDD8-activating enzyme E1 regulatory … | calls only at 25 µM | 360,000 tested, 0.58% active; in the data active means inhibition above about 36%
Target sequence (P61081 whole entry, looked up): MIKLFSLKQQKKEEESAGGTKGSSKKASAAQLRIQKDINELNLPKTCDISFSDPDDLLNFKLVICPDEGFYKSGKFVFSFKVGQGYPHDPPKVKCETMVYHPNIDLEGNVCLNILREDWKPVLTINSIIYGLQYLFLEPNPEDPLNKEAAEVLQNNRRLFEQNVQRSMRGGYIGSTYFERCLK
Target sequence (Q13564 whole entry, looked up): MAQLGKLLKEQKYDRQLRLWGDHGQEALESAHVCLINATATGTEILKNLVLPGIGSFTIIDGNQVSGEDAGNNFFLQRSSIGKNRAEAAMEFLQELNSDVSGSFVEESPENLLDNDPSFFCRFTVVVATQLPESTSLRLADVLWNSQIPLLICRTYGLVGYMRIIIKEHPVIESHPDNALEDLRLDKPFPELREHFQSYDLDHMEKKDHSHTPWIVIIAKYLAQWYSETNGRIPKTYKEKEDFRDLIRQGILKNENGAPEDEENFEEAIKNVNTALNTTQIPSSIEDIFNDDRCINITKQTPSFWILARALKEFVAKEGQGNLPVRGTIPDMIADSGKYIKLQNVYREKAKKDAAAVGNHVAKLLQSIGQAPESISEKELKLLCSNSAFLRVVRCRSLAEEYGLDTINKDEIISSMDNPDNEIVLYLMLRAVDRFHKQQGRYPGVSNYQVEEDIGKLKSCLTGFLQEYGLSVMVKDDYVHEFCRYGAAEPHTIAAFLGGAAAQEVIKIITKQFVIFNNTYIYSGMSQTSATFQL
FAS-TE inh: FAS thioesterase domain inhibitors, primary screen, biochemical, fluorescence intensity, uHTS | Fatty acid synthase (Homo sapiens), P49327 | recombinant FAS-TE, OMFH fluorogenic substrate, fluorescence endpoint | inhibition, % at 15 µM | 360,000 tested, 0.67% active | AID 602261, 2012;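 active means compounds whose normalised, plate-corrected inhibition of enzyme fluorescence in the single-dose primary screen is 50% or more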;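 further: 0% = DMSO with enzyme and 100% = substrate without enzyme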
An asterisk follows results filed as active; i = inactive; · = not tested or not shown.

Every second line gives: Tb MetRS inh, eLon inh, Rin1 Abl inh, CSN inh, MsrA act, MsrA inh, MLLE-PAM2 inh, Neddyl block, FAS-TE inh
> Cc1cc2nnc(SC3CCOC3=O)n2c2ccccc12 (stereo not drawn)
    0.0, -2.1, 0.8, -6.5, 0.0, 1.4, -63.0, i, -10.7
> COc1ccc(C2/C(=C(/O)c3ccc(Br)cc3)C(=O)C(=O)N2C)cc1 (stereo not drawn)
    -0.1, -6.8, -1.2, 0.9, -5.1, 3.2, -9.6, i, 1.0
> COc1ccc(C/C(C)=N/NC(=S)Nc2ccc(C(C)C)cc2)cc1
    0.0, 2.5, 0.3, -9.3, 1.6, -0.8, 4.3, i, -4.6
> CCOC(=O)c1cc(-c2ccccc2C)n(Cc2cc(C)no2)n1
    -0.4, -10.6, 0.0, -1.8, -2.9, -0.6, 10.2, i, -5.4
> O=C(Cc1ccc(S(=O)(=O)N2CCCCC2)cc1)NCc1ccc(Cl)cc1
    -0.4, 0.5, 0.9, -3.8, -10.0, 0.0, -5.1, i, 5.0
> CCCCCCN1C[C@H](n2cc(COC(=O)c3ccccc3)nn2)[C@@H](O)C[C@@H]1c1ccc(Cl)cc1
    0.4, -5.9, -5.0, 4.1, -0.5, -0.7, 12.3, i, 22.8
> CC(c1ccccc1)C1C(C#N)=C(N)OC2=C1C(=O)CC(C)(C)C2 (stereo not drawn)
    -0.2, 4.0, -3.1, -0.2, 0.2, -0.7, 12.1, i, 1.6
> CN(C)/C=C/C(=O)c1cc(F)cc(C(F)(F)F)c1
    -0.6, -1.7, 0.8, 0.5, -4.2, 1.7, 7.2, i, -7.9
> Cc1cc(OCC(=O)Nc2ccccc2N2CCCC2)ccc1C(C)C
    -0.1, 5.8, -1.8, 2.2, -1.4, 0.3, 3.5, i, 19.0
> COc1cc(NC(=O)c2ccc(-c3c(C)noc3C)c3ccoc23)cc(OC)c1OC
    -0.2, -2.9, -0.1, 1.9, 0.2, 1.0, 7.2, i, 7.5
> Cc1ccc(N2CCN(C(=S)Nc3ccccc3)CC2)cc1
    -0.6, 4.0, 0.7, -4.7, -3.7, -0.6, -120.8, i, -1.1
> COc1ccc(-c2n[nH]c(C)c2-c2ccccc2OC)c(O)c1
    0.9, -1.2, 1.6, 0.9, -1.5, -0.5, 6.6, i, -22.0
> O=C(Nc1cccc(Cl)c1)c1nc[nH]c1C(=O)NCCCCNC(=O)c1[nH]cnc1C(=O)Nc1cccc(Cl)c1
    -0.2, -4.4, 4.5, -0.6, 1.1, 0.4, -17.8, i, 1.2
> O=C(COC(=O)CC1CC2CCC1C2)NCc1ccccc1 (stereo not drawn)
    -0.1, 2.9, 5.1, -1.4, -1.7, 0.5, -2.6, i, 1.2
> CCOc1cc(NC(=O)C2CCCO2)c(OCC)cc1NC(=O)C1CC1 (stereo not drawn)
    -0.2, -3.0, 3.1, -1.8, -2.4, -0.6, 8.6, i, -6.3
> O=C(NCCCn1ccnc1)c1cc(-c2cccs2)on1
    -0.8, -1.8, -3.8, 1.1, -2.7, -0.3, -0.3, i, -6.3
> C/C(=C\C(=O)c1ccccc1)Nc1ccc(Br)c(Cl)c1
    -0.7, -0.1, 0.1, -6.5, 2.6, -0.1, -11.6, i, 27.1
> Cc1cc(/C=N/NC(=O)c2cccnc2)c(C)n1CC(C)C
    -0.2, -2.8, -2.5, -5.2, -4.5, 3.1, 1.9, i, -1.5
> COc1ccc(/C=C2\SC(=O)N(CCNC(=O)C3CSC4(C)CCC(=O)N34)C2=O)cc1 (stereo not drawn)
    -0.3, 0.4, 1.0, -1.5, -7.5, 6.4*, -7.0, i, -2.9
> Cc1ccc(COC(=O)c2nn(C)c(=O)c3ccccc23)cc1
    -1.0, -5.0, -5.2, -1.2, -1.9, 0.1, -7.5, i, 19.7

Arranged by number of heavy atoms (largest number first): 9 of the compounds above.
Every second line gives: Tb MetRS inh, eLon inh, Rin1 Abl inh, CSN inh, MsrA act, MsrA inh, MLLE-PAM2 inh, Neddyl block, FAS-TE inh
> O=C(Nc1cccc(Cl)c1)c1nc[nH]c1C(=O)NCCCCNC(=O)c1[nH]cnc1C(=O)Nc1cccc(Cl)c1
    -0.2, -4.4, 4.5, -0.6, 1.1, 0.4, -17.8, i, 1.2
> CCCCCCN1C[C@H](n2cc(COC(=O)c3ccccc3)nn2)[C@@H](O)C[C@@H]1c1ccc(Cl)cc1
    0.4, -5.9, -5.0, 4.1, -0.5, -0.7, 12.3, i, 22.8
> COc1cc(NC(=O)c2ccc(-c3c(C)noc3C)c3ccoc23)cc(OC)c1OC
    -0.2, -2.9, -0.1, 1.9, 0.2, 1.0, 7.2, i, 7.5
> O=C(Cc1ccc(S(=O)(=O)N2CCCCC2)cc1)NCc1ccc(Cl)cc1
    -0.4, 0.5, 0.9, -3.8, -10.0, 0.0, -5.1, i, 5.0
> Cc1cc(OCC(=O)Nc2ccccc2N2CCCC2)ccc1C(C)C
    -0.1, 5.8, -1.8, 2.2, -1.4, 0.3, 3.5, i, 19.0
> COc1ccc(C/C(C)=N/NC(=S)Nc2ccc(C(C)C)cc2)cc1
    0.0, 2.5, 0.3, -9.3, 1.6, -0.8, 4.3, i, -4.6
> Cc1ccc(COC(=O)c2nn(C)c(=O)c3ccccc23)cc1
    -1.0, -5.0, -5.2, -1.2, -1.9, 0.1, -7.5, i, 19.7
> O=C(COC(=O)CC1CC2CCC1C2)NCc1ccccc1 (stereo not drawn)
    -0.1, 2.9, 5.1, -1.4, -1.7, 0.5, -2.6, i, 1.2
> O=C(NCCCn1ccnc1)c1cc(-c2cccs2)on1
    -0.8, -1.8, -3.8, 1.1, -2.7, -0.3, -0.3, i, -6.3

Next part
Every second line gives: Tb MetRS inh, eLon inh, Rin1 Abl inh, CSN inh, MsrA act, MsrA inh, MLLE-PAM2 inh, Neddyl block, FAS-TE inh
> O=C(CN1C(=O)C2C3c4ccccc4C(c4ccccc43)C2C1=O)Nc1ccccc1C(=O)O (stereo not drawn)
    0.7, 0.0, 3.4, -12.1, -1.4, 2.9, 11.1, i, -4.3
> O=C(Nc1cc(Cl)cc(Cl)c1)N1CCN(C(=O)C2CCCO2)CC1 (stereo not drawn)
    -0.2, -1.4, 2.0, 4.7, -5.3, 0.0, 7.0, i, -4.3
> NS(=O)(=O)c1ccc(CCNC(=O)Cc2ccc(Cl)cc2)cc1
    0.2, -7.7, -2.8, 2.8, -1.8, 0.2, -6.1, i, -4.8
> CCNS(=O)(=O)c1ccc2nc(NC(=O)c3cccnc3)sc2c1
    -1.1, -0.9, -1.1, -1.2, -10.8, 3.4, -2.9, i, -9.6
> O=C(Cn1ncn2c(cc3ccccc32)c1=O)NCCc1cccs1
    -0.3, 1.2, -1.7, -0.3, -5.1, ·, -6.9, i, -3.4
> CCOc1ccc2nc(NCCCNC(=O)c3cc(OC)c(OC)c(OC)c3)c(C#N)cc2c1
    3.0, -0.3, -0.8, 1.9, -3.5, 0.8, 24.9, ·, 0.1
> O=C(COC(=O)COc1ccc(Br)cc1)NNC(=O)c1ccccc1
    -0.6, 1.6, 1.8, -3.1, -7.5, 2.0, 3.0, i, -2.6
> Cc1cccc(NC(=O)CC2NC3CCCCC3NC2=O)c1 (stereo not drawn)
    0.2, -1.9, 2.4, 0.3, -0.8, -1.0, -12.2, i, -2.2
> Cc1ccc(NC(=O)CN2C(=O)N/C(=C/c3ccc(C)s3)C2=O)cc1
    0.8, -189.2, 2.1, 57.8*, -4.2, 0.2, -103.8, i, -38.4
> COC(=O)CC1C(=O)NCCN1C(=O)Nc1cccc(Cl)c1 (stereo not drawn)
    -0.5, 4.5, -2.0, 4.1, -2.1, 1.9, -10.6, i, -4.9
> O=C(c1noc2c1CCCC2)N1CCN(c2ccccc2)CC1
    0.2, -4.0, -3.9, 2.9, -3.9, ·, 2.9, i, -1.1
> COc1ccc(CNC2c3ccccc3-c3ccccc32)cc1OC
    -0.8, 9.5, -2.1, -0.8, -3.0, -1.2, -4.1, i, 4.5
> COc1ccccc1NCC(=O)N/N=C/C=C/c1ccccc1
    -0.7, -23.8, -4.2, -0.2, -2.8, 0.7, -3.5, i, 10.1
> COc1cccc(C(=O)NNC(=O)c2ccccc2Br)c1
    -1.0, 3.9, 0.3, -3.6, -8.3, 0.9, 5.8, i, -3.5
> Cc1ccc(S(=O)(=O)N2CCN(C(=O)CCC(=O)NCCc3ccc(S(N)(=O)=O)cc3)CC2)c(C)c1
    0.0, 8.3, 3.4, 2.0, -2.4, 0.1, -0.9, i, -1.3
> O=C(C1CCC(CNS(=O)(=O)c2cccs2)CC1)N1CCCCC1 (stereo not drawn)
    -0.7, -3.0, -0.2, 1.1, -2.9, 1.8, 0.8, i, -7.1
> O=C(Nc1cccc([N+](=O)[O-])c1)c1ccc2c(c1)OCO2
    -0.6, -10.9, -0.1, 0.6, 0.2, 0.6, 0.5, i, 20.3
> Cc1cnc(=O)[nH]c1SCc1ccc([N+](=O)[O-])cc1
    0.5, -4.7, -7.9, 0.9, -2.4, 0.0, 7.1, i, 1.9
> COc1ccccc1CNC(=O)N[C@@H](Cc1ccccc1)C(=O)O
    -0.6, 5.7, 2.1, 0.3, -7.6, 0.4, 8.9, i, -5.2
> C/C(=N\NC(=O)c1cccc(F)c1)c1ccc(Br)s1
    0.0, 10.8, -6.8, -2.9, 0.5, 2.8, 4.0, i, -2.5
> Cc1cccc(NCCC#N)c1
    0.4, -5.0, 0.2, -11.8, -5.0, 1.8, -7.0, i, -3.3
> COc1cc(OC)c2ccc(=O)oc2c1C(CCN1CCCC(C)C1)c1ccc(N(C)C)cc1 (stereo not drawn)
    0.2, 3.9, -3.2, 7.1, -3.6, 0.8, 13.5, i, 17.0
> CCOC(=O)c1c(C)nc(C)c2c(=O)oc3ccccc3c12
    -0.8, 5.1, -0.7, -3.7, -3.1, 0.8, -5.2, i, 12.0
> Cc1nn(C(=O)c2ccco2)c(C)c1Sc1ccc(Br)cc1
    -1.4, -2.0, -0.7, 3.9, -3.7, 2.4, 2.0, i, 11.7
> COc1cc(/C=C(\NC(=O)c2ccccc2)C(=O)N2CC3CC(C2)c2cccc(=O)n2C3)cc(OC)c1OC (stereo not drawn)
    -0.5, -1.9, -2.3, -5.0, -1.1, 2.2, 6.7, i, -4.0
> O=C(Cn1nc(C(=O)O)c2ccccc2c1=O)NCc1ccco1
    -0.8, 0.6, 2.6, -5.4, -7.6, 0.0, -22.8, i, -7.8
> CCN(CC)S(=O)(=O)c1ccc(C)c(N=C=S)c1
    -0.6, -10.4, 4.5, -7.0, -3.4, -1.4, 33.5, i, -1.6
> COc1cc(CN2C[C@@H](CO)O[C@@H](n3cnc4c(NCc5ccco5)ncnc43)C2)cc(OC)c1OC
    0.3, -1.6, 5.5, 4.2, 3.0, 0.2, 3.4, i, -6.8
> O=C1/C(=C/c2ccccc2)Nc2ccccc21
    -1.0, 0.0, -3.2, -4.9, -5.0, -0.5, -11.2, i, -8.5
> COc1ccc(C2=NS(=O)(=O)N(C)C(C(=O)N3C(C)CCCC3C)=C2)cc1 (stereo not drawn)
    -1.1, -6.0, -2.8, 0.0, -3.9, 3.8, 1.3, i, 2.5

High-throughput results from PubChem.
